# EBV gp42 block: Epstein-Barr virus gp42 inhibitors, primary screen, biochemical, uHTS, fluorescence polarization. Glycoprotein 42 (Epstein-Barr virus (strain AG876)), Q1HVG2. Fluorescence polarization binding assay, mP read-out. inhibition, % (tested at 21.74 µM). hit rate 0.42% among 220,000. AID 1085, 2008; in the data active = inhibition above about 50%
# Target sequence (Q1HVG2 whole entry, looked up): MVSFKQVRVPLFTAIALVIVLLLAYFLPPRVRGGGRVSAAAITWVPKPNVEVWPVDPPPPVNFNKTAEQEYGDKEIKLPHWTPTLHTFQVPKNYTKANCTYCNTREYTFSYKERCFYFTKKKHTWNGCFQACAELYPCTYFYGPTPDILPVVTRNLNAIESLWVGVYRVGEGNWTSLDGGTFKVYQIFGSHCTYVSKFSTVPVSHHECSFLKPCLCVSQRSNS
# 14-3-3 Bad inh: inhibitors of 14-3-3 zeta/Bad binding, primary screen, biochemical, TR-FRET, bovine 14-3-3 zeta | 14-3-3 protein zeta/delta (Bos taurus), P63103 | TR-FRET 14-3-3zeta/Dy647-pBad peptide displacement, 1 h | inhibition, % at 21.7 µM | hit rate 0.71% among 220,000;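 active = inhibition above about 70%, limit read from the data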;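 note: 0% = full 14-3-3 plus peptide FRET controls and 100% = background without 14-3-3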
# Target sequence (P63103 whole entry, looked up): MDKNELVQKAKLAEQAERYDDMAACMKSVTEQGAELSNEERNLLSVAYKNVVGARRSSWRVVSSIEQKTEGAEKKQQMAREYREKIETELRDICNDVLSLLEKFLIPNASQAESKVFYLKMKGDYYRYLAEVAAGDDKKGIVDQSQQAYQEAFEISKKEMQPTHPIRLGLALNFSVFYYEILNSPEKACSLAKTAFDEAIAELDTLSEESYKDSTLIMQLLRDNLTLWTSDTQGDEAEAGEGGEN
# NCF1 inh: p47phox/p22phox peptide binding inhibitors, primary screen, biochemical, uHTS, NADPH oxidase regulatory subunit; Neutrophil cytosol factor 1 (Homo sapiens), P14598; fluorescence polarization, 2 h; inhibition, % at 24.7 µM; hit rate 0.53% among 220,000; AID 1274, 2008;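 note: 0% = p47phox with labelled peptide and 100% = labelled peptide alone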
# Rad51 HR inh: human RAD51 strand exchange inhibitors, primary screen, biochemical, fluorescence; hRad51 DNA strand exchange, fluorescence dequenching; inhibition, % at 10 µM; hit rate 0.085% among 200,000; AID 1385, 2008;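 active = inhibition above 40% at the single screening dose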;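 note: 0% = DMSO control wells and 100% = blanks with heterologous ssDNA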
#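 Test system: preformed human Rad51 ssDNA filaments; also added: Donor/quencher-labelled 47-bp dsDNA substrate; doses: 10 µM final, single point; times: 37 °C 15-min filament assembly, 30-min compound preincubation, 15-min exchange; detection: FRET fluorescence dequenching, excitation 485 nm, emission 520 nm; read-out basis: Fluorescence-based percent inhibition, control- and blank-normalised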
# Cl transport mod: KCC2 cotransporter modulators, thallium flux, primary screen, cell-based, HEK293 KCC2, FluoZin-2 fluorescence, MLSMR; Solute carrier family 12 member 5 (Homo sapiens), Q9H2X9; KCC2 cells, thallium flux FluoZin-2 fluorescence; B-score of Tl+ flux slope (higher = more flux/activation; lower = inhibition) at 10 µM; hit rate 2.2% among 190,000;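 active = thallium flux slope and its plate-corrected score both differing from the plate sample mean at a set confidence after two filtering rounds, in either direction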;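 note: slope of fluorescence scaled to starting intensity during 10 to 20 s after thallium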
# Furin inh: human furin inhibitors, primary screen, biochemical, fluorescence intensity; P09958; purified furin, fluorogenic substrate cleavage; inhibition, % at 30 µM; hit rate 0.061% among 220,000; in the data active = inhibition above about 25%; note: inactives centre near -15
# Target sequence (P09958 108-714 limits assumed): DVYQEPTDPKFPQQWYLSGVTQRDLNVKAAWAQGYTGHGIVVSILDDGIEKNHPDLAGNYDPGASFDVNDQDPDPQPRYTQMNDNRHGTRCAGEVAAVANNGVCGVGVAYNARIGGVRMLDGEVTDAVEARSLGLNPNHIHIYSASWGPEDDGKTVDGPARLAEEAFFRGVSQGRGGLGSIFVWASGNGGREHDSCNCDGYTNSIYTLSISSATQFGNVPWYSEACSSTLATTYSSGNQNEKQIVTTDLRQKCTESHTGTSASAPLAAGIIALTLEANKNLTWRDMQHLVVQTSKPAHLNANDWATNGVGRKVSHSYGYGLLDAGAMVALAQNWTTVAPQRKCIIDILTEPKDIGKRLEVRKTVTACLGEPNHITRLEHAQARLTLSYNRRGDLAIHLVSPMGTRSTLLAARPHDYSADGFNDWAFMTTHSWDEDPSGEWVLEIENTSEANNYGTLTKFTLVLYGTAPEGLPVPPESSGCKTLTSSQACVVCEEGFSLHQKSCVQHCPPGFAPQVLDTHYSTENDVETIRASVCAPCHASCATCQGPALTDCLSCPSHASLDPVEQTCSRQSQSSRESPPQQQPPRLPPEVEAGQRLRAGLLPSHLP
# Thrombin inh: human alpha-thrombin inhibitors, primary screen, counter-screen for coagulation protease inhibitor project, biochemical, 1536-well, fluorogenic AMC substrate; Boc-VPR-AMC fluorogenic substrate cleavage; AID 1046, 2008; hit rate 0.26% among 220,000; Prothrombin (Homo sapiens), P00734; inhibition, % at 5 µM;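 active = inhibition at or above 40%; inactive = inhibition below 40%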;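 note: 0% = enzyme with no compound and 100% = wells without enzyme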
#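 System – human alpha-thrombin protein · Reagent – Boc-VPR-AMC substrate, 15 µM final · Compound – 5 µM single dose in 0.2% DMSO · Schedule – reaction at room temperature · Technique – AMC fluorescence at 355 nm excitation and 460 nm emission · Read-out basis – % inhibition relative to enzyme controls and enzyme-free blanks · Control set – no-compound enzyme wells and no-enzyme blanks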
# hK5 inh: human KLK5 protease inhibitors, primary screen, biochemical, 1536-well; recombinant hK5, fluorogenic AMC substrate cleavage; inhibition, % at 5 µM; hit rate 0.59% among 210,000; AID 873, 2007;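 active = inhibition of 40% or more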;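 note: 0% = enzyme controls without compound and 100% = no-enzyme blanks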
# eIF4E-4G inh: eIF4E–eIF4G protein interaction inhibitors, primary screen, biochemical, uHTS, TR-FRET, eIF4GI fragment; TR-FRET eIF4E-eIF4GI(517-606) binding, 2 h; inhibition, % at 21.7 µM; AID 782, 2007; Eukaryotic translation initiation factor 4E (Mus musculus) + Eukaryotic translation …; hit rate 0.37% among 220,000;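 note: 0% = full FRET control wells and 100% = background wells lacking eIF4GI fragment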
# * marks the source's active call; other numbers are inactive results; . = not tested or not shown; [ ] = remark or other dose.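 Rule for the calls, unless noted: active = inhibition above about 30% (limit read from the data); inactive = the rest.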 No enrichment for hits; any-hit rate near 4.7%.
SMILES,EBV gp42 block,14-3-3 Bad inh,NCF1 inh,Rad51 HR inh,Cl transport mod,Furin inh,Thrombin inh,hK5 inh,eIF4E-4G inh
O=C(CN1C(=O)CS/C1=C\c1nc(-c2ccc(Cl)cc2)cs1)Nc1cccnc1Cl,-14,21,-23,-32,-0.019,-7,-11,-7,7
CCC1(C)Cc2c(C#N)c(N)sc(=S)c2CO1 (centres undefined),10,40,-2,9,.,2,-5,-22,-3
CC(C)CC(c1nnnn1Cc1ccccc1)N1CCN(C(=O)c2ccco2)CC1 (centres undefined),-14,86*,-8,11,.,-17,6,-7,2
O=c1cc(-c2ccccc2)[nH][nH]1,-18,2,3,-2,0.76,-8[20 µM],-5,-9,-2
Oc1ccc(/C=N/Nc2nc(-c3ccccc3F)nc3ccccc23)c(O)c1,-6,-24,-79,-2,.,3,-2,-15,-5
Cc1cc(N2C(=O)C3C4C=CC(C4)C3C2=O)no1 (centres undefined),-13,8,2,1,.,-23[20 µM],-3,2,5
O=C(CN1C(=O)c2ccccc2C1=O)NCCc1c[nH]c2ccccc12,-26,-15[fluorescence artefact?],-12,-2,-0.15,-5,-9,-22,-3[fluorescence artefact?]
O=Cc1ccc(N2CCCC2)c([N+](=O)[O-])c1,1,1,0,-30,-0.052,-5,-4,4,1
Cc1cc2n(n1)C(c1cn(-c3ccccc3)nc1C)Nc1c(C)cccc1-2 (centres undefined),-18,-3,0,-5,0.73,-17[20 µM],7,-2,1
Cn1c(=O)c([N+](=O)[O-])c(N2CCSCC2)c2ccccc21,2,-2,2,3,-1.3,-5,-1,1,-2
CCc1cc(=O)oc2cc(C)c(CN3CCCC(C)C3)c(O)c12 (centres undefined),-5,2,-13,-6,-0.52,-16[20 µM],-4,-2,8
Brc1ccc(-c2nnc3sc(CNCc4ccc5c(c4)OCO5)cn23)cc1,-17,-1,-4,4,-1.4,-10,0,-6,-1
COc1cc(/C(C)=N/NC(=O)CN2CCN(S(=O)(=O)c3ccc(C)cc3)CC2)ccc1O,-14,0,-5,.,0.044,-26,-6,2,-3
CCN(CC)S(=O)(=O)c1ccc(-c2nnc(SCc3nnc(-c4ccccc4)o3)o2)cc1,-4,4,-5,2,.,-22,-6,-19,-21
CC(c1ccncn1)N(C)Cc1nc(-c2ccc(C(F)(F)F)cc2)no1 (centres undefined),-6,-18,-15,19,-1,-31,4,.,-2
NC(=O)C1CCN(Cc2nnnn2Cc2ccco2)CC1,-15,1[fluorescence artefact?],-14,-2,0.34,-19,-4,15,5
CC(OC(=O)CNC(=O)c1ccco1)C(=O)N(C)c1ccccc1 (centres undefined),-2,-6,-11,-1,0.12,-27,2,0,1
c1ccc(-c2cn(-c3ccccc3)c3[n+]2CCS3)cc1,-7,6,0,6,0.63,-22,.,1,0
CCC(C)NC(=O)C1c2ccccc2Oc2ccccc21 (centres undefined),-4,2,13,16,0.33,-4,-2,8,4
COc1ccc(C)cc1NC(=O)c1ccc(NC(=O)CC2SC(N3CCCC3)=NC2=O)cc1 (centres undefined),-5,10,-7,1,.,-28,-7,5,4
N#CC(=C1SC=CS1)c1nc(-c2ccccc2)cs1,-31,-29,0,-4,-1.2,-23,1,-27,-8
C=CCn1c(SCc2cc(=O)n3ccsc3n2)nc2cc(Cl)ccc2c1=O,2,12,-3,0,-0.34,-11,2,-5,-1
COc1cccc(CNC(=O)CCCCCn2c(=S)[nH]c3ccc(N4CCOCC4)cc3c2=O)c1,-13,-9,3,.,0.018,-26,-4,-22,-4
COc1cccc(NC2c3ccccc3C(=O)N2Cc2ccccc2Cl)c1 (centres undefined),-7,-5,-16,13,-2.1,-7,-3,-2,-6
COCCCn1c(SCc2nnc(-c3ccc(OC)c(OC)c3)o2)nc2ccccc2c1=O,3,3[fluorescence artefact?],-6,3,-1.7,-21[20 µM],0,-7,-2
CNC(=O)NC(=O)C(C)Oc1ccccc1F (centres undefined),-16,-10,-8,5,0.02,-24,-7,-10,6
CCC(Sc1nc2ccccc2[nH]1)C(=O)Nc1ccc(NC(C)=O)cc1 (centres undefined),-10,-5,-1,-4,0.2,-22,3,4,2
O=c1[nH][nH]c(-c2ccccc2O)c1C(C[N+](=O)[O-])c1cccc(Cl)c1 (centres undefined),6,-21[fluorescence artefact?],-14,0,0.14,-19,-2,-21,2
O=C(c1cnccn1)N(c1ccccc1)C1(C(=O)NC2CCCCC2)CCCCC1,-14,12,-11,13,.,-8,-4,-2,2[fluorescence artefact?]
O=C1CC(c2cccc(Cl)c2)CC(O)=C1C=Nc1ccccc1 (centres undefined),-2,2[fluorescence artefact?],-3,-35,-0.81,-23,8,-1,4[fluorescence artefact?]
Cc1ccc(C(=C2C3C=CC2C2C(=O)NC(=O)C32)c2ccc(C)cc2)cc1 (centres undefined),-10,3,-24,-6,0.49,-13[20 µM],7,4,2
Cn1cc(S(=O)(=O)NCc2ccc(Cl)cc2)c(=O)n(C)c1=O,-15,7,0,.,1.2,-15,-1,3,-2
CCOC(=O)c1ccc(NC(=O)c2nc[nH]c2C(=O)N2CCc3ccccc3C2)cc1,2,-7,-6,-4,0.11,-21,5,-9,2
COc1ccc(N=Nc2ccc(O)c(P(=O)(c3ccccc3)c3ccccc3)c2)cc1,-2,3,-4,-5,-0.28,-12,0,5,-2
CCn1c(SCC(=O)NNC(=O)c2ccccc2)nnc1-c1ccco1,-11,-13,-8,18,.,-20,0,-8,0
CCCCNC(=O)Oc1c(Br)cc2sc(=O)oc2c1Br,-4,-4,2,15,-0.21,-23,2,5,3
CSc1nccc(-c2c(-c3ccc(Cl)cc3)noc2C)n1,-7,4,2,-5,-2.3,-21,2,1,5
O=C(Nc1ccc(Cl)cc1)c1ccc(OC2CSC2)cc1,-7,8,-2,-4,-2.4,-12,-11,-3,-2
CN(C)c1ccc(NC(=S)c2ccccn2)cc1,-9,7,2,.,0.75,-18,-3,-6,4
COc1ccc(/C=N/NC(=S)N[C@H]2CC3CCC2C3)cc1 (some centres undefined),-5,-7,-8,2,0.93,-12,-6,10,3
Cc1nc(C)c(Oc2cccc(C(F)(F)F)c2)c(=O)[nH]1,0,-17,3,9,0.9,-10,-5,-5,-5
CC(/C=C/c1ccco1)=N\NC(=O)c1cc(Cl)ccc1O,2,-16,-23,1,13*,-26,5,-10,5
N#CC1=C(N)NC(=S)C(C(N)=O)C1c1ccccc1F (centres undefined),-7,-4,-8,-4,-0.62,-16,-1,0,2
Cc1oc(S(=O)(=O)N2CCCCC2)cc1NC(=O)Nc1ccc(F)cc1,-6,2,-7,7,-0.46,-13,1,2,-3
CCOC(=O)C1=C(CBr)NC(=O)NC1C (centres undefined),3,6,-6,-6,-1.2,-24,-5,-5,1
Cc1ccc(/C=c2\sc3n(c2=O)CN(c2cccc(Br)c2)CN=3)o1,1,-12,-2,7,0.73,-9,3,-12,7
O=C(COc1ccccc1)NCC(=O)NC1CCCCC1,3,3,5,-2,-0.031,-21,-5,0,-2
CCOC(=O)C(=CNc1cc(C)nn1-c1ccc(Cl)cc1)C(=O)OCC,-4,8,-24,5,.,-17[20 µM],-2,12,1
CCOC(=O)c1cc(-c2cccnc2)nn1-c1ccccc1C,3,-11,-12,9,-0.33,-22,.,-2,-3
O=c1[nH]c2ccc(Br)cc2c(-c2ccccc2)c1CN1CCOCC1,-11,1,-5,7,-0.67,-12,-6,-15,1
O=C(NCCc1ccccc1)C1CCN(S(=O)(=O)c2cccc3nonc23)CC1,-5,0,-16,13,.,-9[20 µM],7,4,-6
CC(C)NS(=O)(=O)c1ccc(NC(=O)C2CCCCC2)cc1,-8,-15[fluorescence artefact?],-3,-10,0.053,-16[20 µM],-3,1,-14[fluorescence artefact?]
Cn1cccc1/C=N/NC(=O)c1ccco1,-3,-9,-13,10,-0.0047,-3,7,-3,2
COC(=O)c1[nH]c(C)c(/C(O)=C2\C(=O)C(=O)N(CCN(C)C)C2c2cc(OC)ccc2OC)c1C (centres undefined),-12,-16,-7,4,1.9,-12,4,-16,-7
CC1CC(C)(C)NC(=S)N1CCC(=O)NCc1ccc(F)cc1 (centres undefined),-6,-1,2,4,-1.5,-34,0,5,0
O=C(OCn1ncc(Cl)c(Cl)c1=O)c1ccc(C(F)(F)F)cc1,-16,19,-10,-4,-2,-16[20 µM],-1,3,-5
COc1cc(NS(=O)(=O)c2ccc(NC(=S)NC(=O)C3CCCC3)cc2)nc(OC)n1,-14,7,-13,-6,0.0067,-9[20 µM],1,-11,-1
OCCNCCCCSc1ccc(Cl)cc1,-17,42,7,.,0.088,-21,0,-1,6
CCC(=O)Nc1ccc(C(=O)n2ccc(C)n2)cc1,-17,2,1,.,0.55,2,-3,5,1
COCCCn1c(SCC(=O)OC2CCCCC2)nnc1-c1ccco1,-17,6,-19,-6,0.2,-13,5,1,5
CCC(CC)C(=O)NCc1ccc(OC)cc1,-4,76*,-4,5,-0.062,-6,-3,-1,6
C=CCC1(NCc2ccco2)CCN(CC)CC1,-6,37,-16,5,-0.28,-21,2,-15,1

# Fetched by structure from the entries so far (5):
SMILES,EBV gp42 block,14-3-3 Bad inh,NCF1 inh,Rad51 HR inh,Cl transport mod,Furin inh,Thrombin inh,hK5 inh,eIF4E-4G inh
COCCCn1c(SCC(=O)OC2CCCCC2)nnc1-c1ccco1,-17,6,-19,-6,0.2,-13,5,1,5
CC(/C=C/c1ccco1)=N\NC(=O)c1cc(Cl)ccc1O,2,-16,-23,1,13*,-26,5,-10,5
CC1CC(C)(C)NC(=S)N1CCC(=O)NCc1ccc(F)cc1 (centres undefined),-6,-1,2,4,-1.5,-34,0,5,0
CCC(CC)C(=O)NCc1ccc(OC)cc1,-4,76*,-4,5,-0.062,-6,-3,-1,6
Cc1ccc(/C=c2\sc3n(c2=O)CN(c2cccc(Br)c2)CN=3)o1,1,-12,-2,7,0.73,-9,3,-12,7

# 5 compounds out of the list above, arranged by the value under NCF1 inh, descending:
SMILES | EBV gp42 block | 14-3-3 Bad inh | NCF1 inh | Cl transport mod | Furin inh | hK5 inh | eIF4E-4G inh
OCCNCCCCSc1ccc(Cl)cc1 | -17 | 42 | 7 | 0.088 | -21 | -1 | 6
CCC(CC)C(=O)NCc1ccc(OC)cc1 | -4 | 76* | -4 | -0.062 | -6 | -1 | 6
O=C(OCn1ncc(Cl)c(Cl)c1=O)c1ccc(C(F)(F)F)cc1 | -16 | 19 | -10 | -2 | -16[20 µM] | 3 | -5
O=C(NCCc1ccccc1)C1CCN(S(=O)(=O)c2cccc3nonc23)CC1 | -5 | 0 | -16 | . | -9[20 µM] | 4 | -6
CCOC(=O)C(=CNc1cc(C)nn1-c1ccc(Cl)cc1)C(=O)OCC | -4 | 8 | -24 | . | -17[20 µM] | 12 | 1
